Compound activity from PubChem BioAssay.
K1F lysis inhibition: protection from phage-mediated lysis, alamar blue read-out – E. coli UTI89, K1F phage, bacterial capsule biogenesis inhibitors (AID 488966); hit rate 0.02% among 340,000; E. coli UTI89 K1F phage lysis, alamar blue, 2 h; higher % means a stronger effect; one-dose inhibition, % at 100 µM; IC50 in µM for titrated hits;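 active = phage lysis inhibition, versus mean bacterial control, above a set limit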;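 note: capsule biogenesis inhibitors block K1F phage lysis so surviving cells raise fluorescence; higher fluorescence means more inhibition of phage lysis; actives were called in the ten point dose series up to 300 µM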
* marks the source's active call; other numbers are inactive results; [ ] = remark or other dose. These rows are one share of the data, so the mix of outcomes need not match the whole.

SMILES	K1F lysis inhibition
CCC(C)CNC(=O)c1cccc(OC2CCN(CC(C)(C)C)CC2)c1 (stereo not given)	0.1%
O=C(CSc1cccc2cccnc12)Nc1ccccc1F	0.3%
Cc1ccc(N(C)S(=O)(=O)c2nnc(NC(=O)c3ccco3)s2)cc1	0.4%
CC12CCC(CC1=O)C2(C)C (stereo not given)	-1.5%
CCOc1cc(C2C3=C(CC(C)(C)CC3=O)N(CCOC)C3=C2C(=O)CC(C)(C)C3)ccc1O	-0.2%
CC1(c2ccccc2)NC(=O)N(CC(=O)Nc2ccc(S(N)(=O)=O)cc2)C1=O (stereo not given)	0.0%
CCc1nnc(NS(=O)(=O)c2ccc(NC(=O)c3cccc(OC(F)(F)C(F)F)c3)cc2)s1	-2.9%
O=C(COC(=O)c1ccc([N+](=O)[O-])s1)NCCc1ccccc1	-1.6%[50 µM]
Cc1cc(C)cc(N(C(=O)c2snc(C(N)=O)c2N)C(C(=O)NCC2CCCO2)c2ccc(C)o2)c1 (stereo not given)	-1.1%
CC1C(=O)Nc2ccc(S(=O)(=O)NCc3ccc(Cl)cc3)cc2NC1=O (stereo not given)	1.4%
CCN(CC)CCc1nc(-c2ccccc2)no1	1.5%
Cc1ccc(CNC(=O)C2CC(=O)N(C3CCCC3)C2)cc1 (stereo not given)	0.2%[50 µM]
O=C(COc1ccc(S(=O)(=O)NC2CCCC2)cc1)N1CCCCC1	1.3%[50 µM]
Cc1cccc(C)c1NC(=O)Cn1cc(C=O)c2ccccc21	0.0%
O=C(/C=C/c1ccco1)NC(=S)Nc1ccccc1	-0.1%
CC[C@@]1(C(=O)OC)N[C@H](CN(C)C(=O)c2ccccc2)[C@@H]2C(=O)N(C)C(=O)[C@@H]21	0.0%
O=C(Nc1ccccc1C(=O)O)c1cccc(S(=O)(=O)Nc2ccc(Br)cc2)c1	0.1%
CN(C)c1nc(Nc2ccc(Cl)c(Cl)c2)nc(N(C)C)n1	0.0%
Nc1ccc(-c2nnnn2-c2ccc(N)cc2)cc1	0.5%
Cc1ncc([N+](=O)[O-])n1CC(=O)Nc1cccc(C(F)(F)F)c1	2.9%
COc1ccccc1-n1ccnc(SCC(=O)NCc2ccccc2Cl)c1=O	-1.5%
CC1CN(S(=O)(=O)c2cccc(C(=O)N(C)C3CCN(C)CC3)c2)CC(C)O1 (stereo not given)	0.8%[50 µM]
COc1ccccc1-c1nc2c3ccccc3nc(=S)n2[nH]1	0.6%
Cc1cc(-n2c(SCC(=O)Nc3ccc(Br)cc3)nc3n[nH]c(C)c3c2=N)ccc1Cl	0.4%
CN(C)c1ccc(S(=O)(=O)NCC(=O)NCc2ccccc2)cc1[N+](=O)[O-]	0.3%

For reference, part of the list above.
SMILES	K1F lysis inhibition
O=C(Nc1ccccc1C(=O)O)c1cccc(S(=O)(=O)Nc2ccc(Br)cc2)c1	0.1%
CN(C)c1nc(Nc2ccc(Cl)c(Cl)c2)nc(N(C)C)n1	0.0%

Some of the entries so far, field by field:
CC1C(=O)Nc2ccc(S(=O)(=O)NCc3ccc(Cl)cc3)cc2NC1=O (stereo not given)
- K1F lysis inhibition = 1.4%
CCN(CC)CCc1nc(-c2ccccc2)no1
- K1F lysis inhibition = 1.5%

(listing goes on)
SMILES	K1F lysis inhibition
CC1CCN(C(=O)CSc2nnc(-c3cccnc3)o2)CC1	0.1%
Cc1ccc(NC(=O)CN2CCN(Cc3ccccc3)CC2)cc1Cl	0.8%
COc1ccc(-c2ccc(NC(=O)c3ccco3)cc2)nn1	1.2%[50 µM]
COc1ccc(CN2C(=O)C(CC(C)C)Nc3ncnc(N4CCN(c5ccccc5)CC4)c32)cc1 (stereo not given)	0.4%
O=C(NCC(O)c1ccccc1)c1cccs1 (stereo not given)	-0.1%
CCOc1ccc2nc(NC(=O)CSCC(=O)Nc3cc(C)on3)sc2c1	0.7%[50 µM]
COc1cc(Cl)ccc1OCc1cc(C(=O)N2CCN(C)CC2)no1	0.0%
CCCc1nnc(SCC(=O)Nc2ccc(Cl)cc2Cl)o1	-0.2%
COc1ccc(S(=O)(=O)N(C)c2ccc(C(=O)NCc3ccccn3)cc2)cc1	0.2%
O=C1CCN(Cc2ccc(Br)cc2)CCN1[C@H](CO)c1ccccc1	-1.6%
Cc1c(Cl)cccc1NC(=O)CNC(=O)c1ccco1	0.4%
CCc1nc(C)cn1S(=O)(=O)c1ccc2c(c1)OCCO2	1.1%
CCN(CC(=O)Nc1c(F)cccc1F)C(=O)c1cc(S(=O)(=O)N(C)C)ccc1N1CCCC1	0.2%[50 µM]
O=C(Cc1ccc(Cl)cc1)N1CCC2(CC1)NCCc1[nH]cnc12	0.2%
CC(=O)c1ccc(NC(=S)N2CCN(CCO)CC2)cc1	1.0%
CCOC(=O)c1c(NC(=O)CCS(=O)(=O)c2ccccc2)sc2c1CCN(C(C)C)C2	1.0%[50 µM]
CC1CCCCN1C(=O)NC1CC(=O)N(c2ccc3c(c2)OCCO3)C1 (stereo not given)	1.4%[50 µM]
Cc1ccc(C(=O)OCc2nc3ccccc3s2)o1	2.3%[50 µM]
CC1CCCN(CC(O)COc2ccc(S(=O)(=O)N3CCCC3)cc2[N+](=O)[O-])C1 (stereo not given)	0.4%[50 µM]
Cc1nnc(NC(=O)c2nc(S(=O)(=O)Cc3ccccc3)ncc2Cl)s1	0.0%
O=C(COC(=O)C1CC(=O)N(Cc2ccco2)C1)Nc1ccccc1[N+](=O)[O-] (stereo not given)	-0.3%
Cc1ccc(NC(=O)c2cc(-c3ccc(C)c(C)c3O)n[nH]2)cc1C	0.6%[50 µM]
COc1ccc(N(CC(=O)NC(C)C)C(=O)CCC(=O)Nc2ccccn2)cc1	-0.8%
O=C(NCCNC(=O)Oc1cccc2ccccc12)Oc1cccc2ccccc12	1.0%
CCCCn1c(N)c(N(CC(C)C)C(=O)C2CCN(S(=O)(=O)c3ccc(F)cc3)CC2)c(=O)[nH]c1=O	2.7%[50 µM]
NS(=O)(=O)c1ccc(CCNS(=O)(=O)c2cccs2)cc1	-0.4%
CC1CCN(CC2C(=O)O[C@@H]3C[C@@]4(C)CCC[C@H](C)C4=C[C@H]23)CC(C)(C)C1 (stereo not given in full)	0.1%
Cc1ccc(S(=O)(=O)NCC(=O)OCC(=O)N2CC(=O)Nc3ccccc32)cc1	3.5%
Cc1cc(Cl)ccc1OC(C)C(=O)OCC(=O)Nc1ccc2[nH]c(=O)[nH]c2c1 (stereo not given)	-0.2%[50 µM]
NC(=O)c1ccc(NC(=O)CN2CCN(C(=O)c3ccco3)CC2)cc1	0.2%
O=C(O)c1cc2c(cc1NC(=O)c1c(F)cccc1Cl)OCCCO2	0.1%
COC(=O)[C@@H](Cc1c[nH]c2ccccc12)NC(=O)c1ccc2c(c1)OCO2	0.1%
COc1ccccc1NC(=O)C(C)OC(=O)CSCC(=O)Nc1cc(C)on1 (stereo not given)	0.5%[50 µM]
COc1ccc(CNC(=O)CN(C(=O)CCC(=O)Nc2nccs2)c2ccc(C)cc2)cc1	0.1%
Cc1ccc(C2SCC(=O)N2c2ccccc2)cc1 (stereo not given)	-0.1%
OCc1ccccc1OCCCN1CCC(Cc2ccccc2)CC1	0.9%
O=[N+]([O-])c1ccc(COc2cccc(CN3CCCC3)c2)cc1	0.0%
CN(c1ccccc1C(=O)N1CCN(c2ccccc2F)CC1)S(=O)(=O)c1ccccc1	1.1%[50 µM]
Cc1ccc(S(=O)(=O)N2CCCCC2)cc1NC(=O)Cc1cccs1	1.7%[50 µM]
Cn1ccc(NS(=O)(=O)c2cc(Br)ccc2Br)n1	0.3%[50 µM]
Cc1nn(-c2ccccc2)c(C)c1C(=O)NCc1ccc(S(N)(=O)=O)cc1	0.2%
O=C(Nc1ccnn1C1CCN(C/C=C/c2ccccc2)CC1)C1CCCC1	0.3%[50 µM]
COc1ccc2oc(C(=O)OC(C)C(=O)NC3(C#N)CCCCC3)c(C)c2c1 (stereo not given)	1.1%[50 µM]
COc1ccc(NS(=O)(=O)c2ccc(C)c(NC(=O)CNC(=O)c3ccco3)c2)cc1	0.5%[50 µM]
Cc1cc(C)n(C(=O)CNC(=O)c2ccc(C(C)(C)C)cc2)n1	0.2%
O=C(Nc1cccnc1)c1ccc(N2CCOCC2)c([N+](=O)[O-])c1	0.0%
N#C/C(=C\c1ccc(F)cc1)C(=O)NC1CCS(=O)(=O)C1 (stereo not given)	-0.5%
CCN(C(=O)c1cc2c(=O)n3cccc(C)c3nc2s1)C1CCCCC1	-0.1%
COc1ccccc1CNC(=O)C(=O)c1cn(CC(=O)N2CCOCC2)c2ccccc12	0.1%
O=C(O)Cn1nc(-c2ccccc2)ccc1=O	2.8%

Next part
SMILES	K1F lysis inhibition
COCCN(Cc1cn(C)nc1-c1ccc(Oc2ccccc2)cc1)C(C)C	-1.5%
CN(C)S(=O)(=O)c1ccc(NC(=S)NC(=O)C2CCC2)cc1	0.1%
C[C@@H](CSc1ccc(Br)cc1)CN1CC[C@H](O)CCC1=O	1.3%
O=C(c1cccc(Cl)c1)N1CCN(c2ccc(N3CCOCC3)nn2)CC1	-0.7%
O=C1NC2CCCCC2C(=O)N1OS(=O)(=O)c1ccccc1 (stereo not given)	3.0%
Cc1ccccc1Nc1nc(N)nc(C)c1Br	1.1%
CC(C)C[C@H](NC(=O)N1CCn2c1nc1ccccc12)C(=O)N1CCCCC1	0.2%
COc1ccc(CNC(=O)CNC(C)c2ccc(F)cc2)cc1 (stereo not given)	0.1%
Cc1ccc(CSc2ccc(S(=O)(=O)N3CCCC3)cn2)cc1	0.5%[50 µM]
Nc1cccc(P(=O)(c2ccccc2)c2ccccc2)c1	0.4%
COC(=O)[C@H](C)N(Cc1ccc(Cl)c(Cl)c1)S(=O)(=O)CCN1CCCC1	0.1%
CCC(C)N(C(=O)CSc1nnc(-c2ccco2)n1C)C1CCS(=O)(=O)C1 (stereo not given)	1.3%[50 µM]
CCCN1C(=O)c2ccc(C(=O)Nc3ccc4c(c3)OCO4)cc2C1=O	1.1%[50 µM]
Cc1cccc(C(=O)NCC(=O)OCc2nnc(-c3ccccc3)o2)c1	1.0%[50 µM]
O=C(c1ccc2ccccc2n1)N1CCN(S(=O)(=O)c2ccc(Cl)cc2)CC1	-0.2%
NC(=O)c1ccsc1NC(=O)CCc1ccccc1	0.3%
CC(=O)N/C(=C\c1ccccc1)C(=O)OCC(=O)NC1CCS(=O)(=O)C1 (stereo not given)	0.9%[50 µM]
CCc1nnc2c(NCCc3ccccc3)nc3ccccc3n12	0.2%
CCc1ccc(N(CC(=O)NC(C)C)C(=O)CCC(=O)Nc2ccccn2)cc1	0.3%
CCN(C(=O)C1CCCN1S(=O)(=O)c1ccc2c(c1)n(C)c(=O)c(=O)n2C)c1ccccc1 (stereo not given)	0.4%
CN(c1ccccc1)S(=O)(=O)c1ccc(Cl)c(C(=O)Nc2ccccc2N2CCOCC2)c1	0.9%[50 µM]
COc1ccccc1-c1nc(SCC(=O)Nc2ccccc2)n[nH]1	3.3%[50 µM]
Cc1cc(C(=O)NNC(=O)COc2ccccc2Cl)n[nH]1	0.3%
Cc1ccccc1CN1CCN(CCCc2ccccc2)C(CCO)C1 (stereo not given)	0.3%
O=C(COc1ccc2c3c(c(=O)oc2c1)CCCC3)NCCCn1ccnc1	1.1%

Continued; it opens with the three that closed the last part.
SMILES	K1F lysis inhibition
Cc1cc(C(=O)NNC(=O)COc2ccccc2Cl)n[nH]1	0.3%
Cc1ccccc1CN1CCN(CCCc2ccccc2)C(CCO)C1 (stereo not given)	0.3%
O=C(COc1ccc2c3c(c(=O)oc2c1)CCCC3)NCCCn1ccnc1	1.1%
CS(=O)(=O)Nc1ccccc1C(=O)OCC(=O)NC1CC1	0.6%[50 µM]
Oc1ccccc1-c1cc(-c2ccc(Cl)cc2)n[nH]1	0.3%
CCC(=O)Nc1cccc(-c2nc3ccc(C)cc3o2)c1	0.3%
COc1ccc2oc(C(=O)OCC(=O)NC(=O)c3ccccc3)c(C)c2c1	0.1%
O=C(NCCCn1ccnc1)c1cc(Br)c(Br)s1	0.5%
CN(C(=O)c1ccc(NC(=O)Cc2ccc(NC(=O)C3CCN(C(=O)c4ccccc4)CC3)cc2)cc1)C1CC1	2.3%
CC1CCN(C(=O)c2[nH]cnc2C(=O)N2CCN(C(=O)OC(C)(C)C)CC2)CC1	-0.4%
CCC1CCC/C1=N\NC(=O)c1ccc(Cl)cc1 (stereo not given)	-0.4%
COC(=O)[C@@H](Cc1ccccc1)NC(=O)NCCc1c[nH]c2ccccc12	0.0%
COc1ccccc1S(=O)(=O)N1CCNC(=O)C1	0.2%
Cc1cc(C)cc(CN2C(=O)NC3(CCCCCC3)C2=O)c1	0.1%
CCOc1ccc(N(CC(=O)Nc2ccc(C)cc2)S(C)(=O)=O)cc1	-1.0%
C=C1CCN([C@@H](CC(C)C)C(=O)NCc2cc(OC)c(OC)c(OC)c2)S(=O)(=O)c2ccccc21	-0.5%
CC(C)(C)NC(=O)NC(=O)CSc1ccc(S(=O)(=O)N2CCOCC2)cn1	0.4%[50 µM]
COc1ccc(CNC(=O)C(C)n2nc(C)c3c(C)n(-c4ccccc4)nc3c2=O)c(OC)c1 (stereo not given)	-0.5%
Cc1ccc(NC(=O)C(c2ccccc2)N2CCN(CC(=O)NC3CC3)CC2)cc1Cl (stereo not given)	0.1%[50 µM]
C=CCC[C@@H](Cc1ccc(F)cc1)C(=O)OC[C@@H](Cc1ccccc1)NC(=O)[C@@H](CC=C)CC(=O)N[C@@H](CO)Cc1ccccc1	0.3%
C[C@H](CO)N1C[C@H](C)[C@@H](CN(C)S(C)(=O)=O)Oc2ccc(NS(=O)(=O)c3ccccc3)cc2C1=O	-0.4%
